Screening data deposited in PubChem by several laboratories.
V-ATPase pH – regulators of yeast V-ATPase proton transport; S. cerevisiae, pHLuorin cytosolic pH fluorescence; response, % at 10 µM; actives 0.37% (n = 350,000); AID 504577; in the data active = response mostly above about 7.3%, no sharp cut-off; inactive = mostly below about 5.4%; note: actives read high; inactives centre near 0; some compounds called inactive have numbers as strong as hits
RTF Ca sens inh – cardiac RTF calcium desensitization. P19429+P45379. IANBD-labeled cardiac RTF, Ca2+ fluorescence. inhibition, % at 7.15 µM. actives 0.12% (n = 340,000). AID 493244;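 active = inhibition above the mean inhibition of all tested compounds plus 3 SD, cut at about 17% in these data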;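 note: assay run at fixed EC70 calcium of 1.6 mM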
CAL PDZ FP-1 – blocks peptide binding to human CAL PDZ domain; Q9HD26; purified CAL PDZ, TMR-peptide fluorescence polarization, 1 h; inhibition, % at 20 µM; actives 0.02% (n = 330,000); AID 504414;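 active = highest replicate inhibition of at least 40%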;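 note: plate controls were DMSO neutral control wells for no effect and unlabeled competitor peptide control wells for full effect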
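Control set: unlabelled peptide and DMSO controls / Material: purified CerCALP PDZ construct / Timing: 1 h incubation at room temperature before polarization reading / Doses: 20 µM, one dose / Detection: fluorescence polarization (mP)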
Arrestin-AP2 inh – human beta-arrestin and AP2 interaction inhibition; FITC-arrestin peptide / GST-AP2 beads, flow cytometry; AP2 beta2 appendage carries R879A mutation; inhibition, % at 10 µM; actives 0.31% (n = 340,000);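 active = inhibition above a set limit, near 3 SD of compounds lacking own fluorescence, cut at about 54% in these data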;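 note: plate controls were DMSO wells for no effect and 5 µM unlabelled arrestin peptide for full effect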
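System: GST-AP2 R879A glutathione beads | Also added: FITC-arrestin peptide, 50 nM | Times: 12 min plus 1 h, RT | Signal: Bead flow cytometry, FITC channel | Buffer or medium: PBS with 0.05% Tween 20 and 0.1% BSA | Read-out basis: Percent drop in bead-associated FITC signal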
NSD2 inh – blocks human histone methyltransferase NSD2; O96028; NSD2 peptide methylation, AlphaScreen, 120 min; inhibition, % at 12.5 µM; actives 0.54% (n = 310,000); in the data active = inhibition above about 50%
CAL PDZ FP-2 – blocks peptide binding to the human CAL PDZ domain | purified CAL PDZ, TMR-peptide fluorescence polarization, 1 h | inhibition, % at 24.9 µM | AID 602252 | Q9HD26 | actives 0.92% (n = 300,000);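 active = mean inhibition of at least 30% with at least half of replicates also reaching 30%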;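 note: 0% = DMSO neutral control and 100% = excess unlabeled competitor peptide PRC23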
Keap1-Nrf2 PPI – disrupts human Keap1 binding to Nrf2 peptide. Q14145. Keap1 Kelch-Nrf2 peptide fluorescence polarization, 1536-well. inhibition, % at 9.4 µM. actives 0.15% (n = 340,000). AID 504523; in the data active = inhibition above about 12%;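 note: human Keap1 Kelch domain with fluorescein labeled Nrf2 9mer peptide probe; 0% = neutral control wells and 100% = peptide positive control; higher means more block of Keap1 binding to Nrf2 peptide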
Target sequence (Q14145 whole entry, looked up, the tested form may be a part): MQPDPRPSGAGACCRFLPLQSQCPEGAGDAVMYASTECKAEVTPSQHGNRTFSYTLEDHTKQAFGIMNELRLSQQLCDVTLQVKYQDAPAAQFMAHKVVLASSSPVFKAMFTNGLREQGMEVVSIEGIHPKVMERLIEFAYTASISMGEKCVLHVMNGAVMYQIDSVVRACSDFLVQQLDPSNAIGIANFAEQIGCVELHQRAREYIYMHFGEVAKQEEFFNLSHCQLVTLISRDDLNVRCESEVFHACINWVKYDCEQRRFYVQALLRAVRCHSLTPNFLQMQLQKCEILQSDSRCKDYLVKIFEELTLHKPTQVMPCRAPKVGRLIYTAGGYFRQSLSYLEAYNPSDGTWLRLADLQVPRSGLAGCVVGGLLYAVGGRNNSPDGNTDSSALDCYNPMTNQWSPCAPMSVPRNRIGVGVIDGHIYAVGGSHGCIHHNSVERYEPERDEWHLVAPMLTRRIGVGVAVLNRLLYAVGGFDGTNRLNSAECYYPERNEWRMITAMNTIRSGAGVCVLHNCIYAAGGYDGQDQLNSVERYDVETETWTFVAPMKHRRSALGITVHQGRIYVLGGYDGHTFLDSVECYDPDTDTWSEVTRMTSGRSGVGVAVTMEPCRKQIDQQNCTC
Pemphigus Ab inh – human desmoglein-3 autoantibody binding inhibition. DSG3-coupled beads, scFv-anti-DSG3-GFP binding, flow cytometry; active compounds read low. P32926. binding (percent of control), % at 10 µM. actives 0.48% (n = 310,000);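 active = binding more than 3 SD below its plate's average and above zero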;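 note: hits lower antibody fragment binding to DSG3; some compounds called inactive have numbers as strong as hits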
DAGLB inhibitor – diacylglycerol lipase beta (human) inhibition | actives 0.059% (n = 340,000) | HEK293T DAGLB membrane lysate, EnzChek fluorogenic substrate | AID 504411 | inhibition, % at 5.17 µM; in the data active = inhibition above about 34%;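 note: 0% = enzyme with vehicle and 100% = wells lacking enzyme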
LANA DNA inh – KSHV C-LANA DNA binding inhibition; MBP-C-LANA/FAM-LBS DNA binding, fluorescence polarization; inhibition, % at 9 µM; AID 504423; actives 0.078% (n = 340,000);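 active = highest replicate inhibition at or above 60% at 9 µM, even if other replicates fall short; inactive = all replicates below 60% inhibition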;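 note: 0% = neutral control wells and 100% = 4 µM acridine orange control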
* marks the source's active call; other numbers are inactive results; / = not tested or not shown. An excerpt; count on the stated rates, not on these rows.

SMILES	V-ATPase pH	RTF Ca sens inh	CAL PDZ FP-1	Arrestin-AP2 inh	NSD2 inh	CAL PDZ FP-2	Keap1-Nrf2 PPI	Pemphigus Ab inh	DAGLB inhibitor	LANA DNA inh
CC(=O)Nc1ccc(NC(=O)CN(C)CC(=O)Nc2ccccc2Br)cc1	-1	6	-2.0	1	-4	-4	-8	117	-1	-0.9
COc1ccccc1C(=O)NC(CCSC)C(=O)OC(C)C(=O)NC1CC1 (stereo not given)	0	-18	-1.2	-6	-1	-3	5	103	-2	-0.4
O=C(Nc1nnc(Cc2ccccc2)s1)Nc1ccccc1F	-1	-10	/	29	2	0	3	103	0	5.8
COCCNC(=O)c1c(N)n(/N=C/c2ccc(F)cc2)c2nc3ccccc3nc12	-98	/	/	-32	-5	/	/	108	/	/
Cc1cc(=O)oc(C)c1C(=O)Nc1cccc2ccccc12	-3	-13	/	-5	2	-1	-7	74	1	-0.4
CN(C)c1ccc(C=c2c3ccccc3n3c2c2ccccc2[n+]3C)cc1	-32	7	6.8	22	/	6	-1	/	18	-2.3
COc1ccc(NC(=O)CN(C)C2=NS(=O)(=O)c3ccccc32)cc1Cl	-1	-3	-1.2	11	-2	-3	-3	95	1	0.7
CC1=Nn2c(nnc2-c2ccc(F)cc2)SC1	0	1	-1.3	0	-2	4	1	101	4	1.8
CC(C)NC(=O)COc1coc(CN2CCN(Cc3ccccc3)CC2)cc1=O	0	-10	-1.7	-4	-3	-1	-7	107	0	-1.1
COc1ccc(NC(=O)C2CC2)cc1NS(=O)(=O)c1ccc(F)cc1	-7	-9	-0.5	5	/	-8	-1	/	1	-0.2
CN(C)CCN[C@H]1CCC2C3CC=C4C[C@@H](O)CC[C@]4(C)C3CC[C@@]21C (stereo not given in full)	-2	-1	-0.5	0	5	-6	-2	118	0	0.3
Cc1nc(C)c(C(=O)C2=C(O)C(=O)N(CCN3CCOCC3)C2c2cccnc2)s1 (stereo not given)	4	-4	-1.1	0	/	1	-9	97	-1	0.6
Cc1ccc(NC(=O)c2ccc3c(=O)n4c(nc3c2)CCC4)cc1S(=O)(=O)N(C)C	-3	4	-5.1	-1	1	-5	-4	102	0	-0.8
COc1ccc(CNC(=O)CCSCc2ccccc2C)cc1	-1	-11	-0.9	-17	0	8	0	99	-4	-1.0
Cc1cccc(N2C(=O)C3C4CC(C(Br)C4Br)C3C2=O)n1 (stereo not given)	-2	-3	-1.4	14	-2	7	2	/	0	-0.5
CCOc1cc(S(=O)(=O)N2CCN(S(=O)(=O)CC)CC2)c(OCC)cc1-n1cnnn1	3	-4	-0.2	-1	5	2	2	/	4	-0.8
O=C(CCCOc1ccccc1)Nc1ccc2c(c1)OCCO2	-2	0	0.2	26	0	-2	1	97	-5	0.9
COc1ccc(Cc2nc(C)cc(Cl)n2)cc1[N+](=O)[O-]	0	-4	-0.4	-1	-6	3	-8	116	1	-3.3
CCN1/C(=C2\OC(=S)N(C)C2=O)C=Cc2ccccc21	-2	4	0.8	26	-4	/	-4	118	2	3.2
O=C(CSc1nnc(-c2ccco2)o1)NCCc1ccccc1	3	-15	-0.3	14	0	-4	-1	102	2	-0.4
O=C(c1cc(-c2ccc(F)cc2)nc2ccccc12)N1CCN(C2CCS(=O)(=O)C2)CC1 (stereo not given)	-7	-4	-0.8	-9	-1	-5	-8	108	-3	-0.6
CC(=O)c1cccc(Nc2nc(-c3sc(C)nc3C)cs2)c1	0	-2	-0.5	4	4	11	2	110	-1	-1.4
CCOc1cc(N2CCOCC2)c(OCC)cc1NC(=O)Cc1cccc(OC)c1	-3	1	0.0	24	5	-1	5	108	-1	0.1
CC(C)CCNC(=O)CCCc1ccccc1	1	3	0.5	10	-4	-4	-2	95	-3	1.5
Nc1ncc2c(n1)-c1cc(Cl)ccc1SC2	0	-12	-2.5	10	1	-1	-6	64	0	0.2
Cc1ccccc1NC(=O)N1CCN(c2ncccn2)CC1	-2	1	-2.6	1	-3	3	-5	106	-1	0.9
O=C(NCc1ccccc1)c1cccc(COc2ccccc2Cl)c1	5	-1	-0.3	6	0	-3	-5	90	-8	0.9
COc1cc(OC)c2c(-c3ccccc3)cc(=O)oc2c1C(CCN1CCCC(C)C1)c1ccc(N(C)C)cc1 (stereo not given)	2	-6	0.2	-3	/	1	-3	107	3	-2.3
O=C(NC(=S)Nc1ccc(S(=O)(=O)Nc2nccs2)cc1)c1ccccc1	0	-13	-0.6	-6	0	11	0	114	5	0.9
CCOC(=O)Cc1ncccc1C(=O)Nc1ccc(OC(F)(F)F)cc1	1	-8	-2.1	-14	6	-1	-6	77	21	2.6
O=C(COc1ccc(S(=O)(=O)N2CCOCC2)cc1Cl)NC1CC1	0	-12	-2.3	3	-6	0	2	98	2	-2.1
Cc1cnc(C(=O)OCC(=O)c2cccc3ccccc23)cn1	6	-7	-2.9	-26	24	0	1	98	1	-0.5
CCCCOC(=O)c1ccc(NC(=O)c2cnccn2)cc1	1	2	0.2	39	-3	-4	-3	/	-6	-6.5
O=C1c2cccc3c([N+](=O)[O-])ccc(c23)C(=O)N1c1nccs1	-32	-11	-1.1	8	2	/	-1	101	-21	-0.7
CCCCSCCCNC(=O)Nc1cccc(OC)c1	-1	-6	-2.5	38	2	-1	5	124	-7	-1.2
COc1cc(OC)cc(C(=O)N[C@H](C(=O)Nc2ccc3c(c2)OCO3)C(C)C)c1	2	-14	1.3	-12	0	-14	1	99	3	-9.3
CCOC(=O)N1CCN(C(=O)COC(=O)c2ccc(S(=O)(=O)N(CC)CC)cc2)CC1	6	-1	-1.8	0	-6	0	-3	90	2	0.7
Cc1ccc(N2C(=O)CCC2(C(N)=O)c2ccccc2)cc1 (stereo not given)	1	-11	-0.1	18	-4	3	-3	109	-1	-1.1
Cc1nnc(N/N=C/c2ccccc2F)n1N	0	-5	-1.3	-4	-1	-4	-2	96	-2	-1.5
CCN1CCN(c2nc3ccccn3c(=O)c2/C=C(\C#N)S(=O)(=O)c2ccccc2)CC1	1	-4	0.3	-5	13	-2	-10	/	-1	1.9
CCN(CC)C(=O)C1CCCN(C(=O)c2ccc3nc(-c4cccc(OC)c4)oc3c2)C1 (stereo not given)	3	/	/	/	3	/	/	102	-3	/
COc1cccc(CC2(CO)CCCN(Cc3ccc4c(c3)OCCO4)C2)c1 (stereo not given)	1	-8	-5.5	14	4	/	-3	105	-1	-1.6
NC(N)=NCC(O)CN(c1ccccc1)c1ccccc1 (stereo not given)	-1	/	/	-9	8	/	/	108	/	/
COc1ccc(OC)c(C(=O)c2ccc(Cl)cc2)c1	0	-2	-0.5	13	-2	-3	-3	/	-6	-0.5
Cc1cc2ncn(C(=O)c3ccc(F)cc3)c2cc1C	0	0	0.9	42	-3	1	0	137	-5	-0.4
CC(C)c1nc(N2CCOCC2)c(C#N)c2c1COC(C)(C)C2	-1	-4	-2.1	1	-1	0	-5	/	-6	-1.4
COCCSc1nnc(NC(=O)C2CCCCC2)s1	3	2	-0.9	5	-2	/	0	99	0	0.4
CCCN(CCC)S(=O)(=O)c1ccc(N2CCCC2=O)c([N+](=O)[O-])c1	5	-7	-1.8	-5	-2	-1	-4	108	-2	0.7
NS(=O)(=O)c1ccc(NC(=O)CN2CCN(S(=O)(=O)/C=C/c3ccccc3)CC2)cc1	1	1	-0.8	40	1	0	2	97	-1	-0.2
COc1ccc(-c2nc(CS(=O)(=O)CC(=O)NCc3ccccc3Br)c(C)o2)cc1	-1	-7	-2.6	-4	/	/	-4	103	0	1.3
Cc1ccc2c(c1)CCCN2C(=O)c1ccoc1C	-5	-6	-2.7	2	2	/	-7	104	-1	-2.3
O=C(NCc1ccc(Cl)cc1)C1CCC(CNS(=O)(=O)c2ccccc2)CC1 (stereo not given)	-2	2	-0.9	12	/	-2	0	98	0	0.0
Cc1ccc(-c2ccc(=O)n(CC(=O)N3CCN(c4cccc(C)c4)C(C)C3)n2)cc1 (stereo not given)	2	-17	-1.3	2	6	-2	-3	119	6	2.9
O=C(CSc1ccc(Br)cc1)Nc1ccc(N2CCOCC2)cc1	1	11	-1.8	10	-5	-4	-5	103	-1	1.6
CC(C)c1cccc(OCCN2CCCC2)c1	-1	-5	-1.6	1	9	1	0	101	1	0.0
CCCCCc1cc(OC)cc2c1C(=O)OC(C)(C)O2	3	-4	-0.4	11	/	-2	-6	94	-10	0.6
CN1CCN(c2nc(-c3cccc([N+](=O)[O-])c3)nc3ccccc23)CC1	-1	-17	-0.3	14	6	4	-4	126	-1	-1.3
O=C(NC12CC3CC(CC(C3)C1)C2)c1ccc(N2CCNCC2)c([N+](=O)[O-])c1	-4	3	-1.2	-13	6	-3	-2	100	6	-1.1
CCCc1c(C)nc(N2CCN(c3ccc(F)cc3)CC2)[nH]c1=O	-1	-5	-0.9	-11	-2	-2	-1	121	-2	-1.0
COc1cc(/C=C/C(=O)Nc2cc(S(=O)(=O)N3CCOCC3)ccc2N2CCCC2)cc(OC)c1OC	-2	10	-1.3	14	-1	/	2	108	1	0.6

Structural class: those above containing a furan ring, fused or not
SMILES	V-ATPase pH	RTF Ca sens inh	CAL PDZ FP-1	Arrestin-AP2 inh	NSD2 inh	CAL PDZ FP-2	Keap1-Nrf2 PPI	Pemphigus Ab inh	DAGLB inhibitor	LANA DNA inh
O=C(CSc1nnc(-c2ccco2)o1)NCCc1ccccc1	3	-15	-0.3	14	0	-4	-1	102	2	-0.4
Cc1ccc2c(c1)CCCN2C(=O)c1ccoc1C	-5	-6	-2.7	2	2	/	-7	104	-1	-2.3

(cont.)
SMILES	V-ATPase pH	RTF Ca sens inh	CAL PDZ FP-1	Arrestin-AP2 inh	NSD2 inh	CAL PDZ FP-2	Keap1-Nrf2 PPI	Pemphigus Ab inh	DAGLB inhibitor	LANA DNA inh
COc1ccc2nc(SCC(=O)Nc3ccc4c(c3)OCCO4)[nH]c2c1	-3	-6	1.0	-4	2	/	-3	106	-1	0.8
C[C@H](CO)N1C[C@H](C)[C@H](CN(C)CC2CCCCC2)Oc2ccc(NS(=O)(=O)c3ccc(F)cc3)cc2CC1=O	-4	-6	0.6	-1	/	2	1	99	-7	-3.2
CCNC(=S)SCCOc1ccccc1C	3	-2	0.2	1	-7	-6	-2	103	-8	1.2
COc1ccc(-c2noc(CSc3nc(N)cc(=O)[nH]3)n2)cc1	2	5	-0.8	1	-14	-4	0	112	2	0.6
Cc1cc(NC(=O)c2cc(-c3ccccn3)nc3ccc(Br)cc23)no1	1	0	-0.2	4	-1	/	-1	95	1	0.6
FC(F)(F)c1cc(-c2cccs2)nc(N2CCOCC2)n1	1	-3	-2.1	13	-5	-1	-5	/	-6	-1.5
CCOc1ccc(S(=O)(=O)NNS(=O)(=O)c2ccc(C)cc2C)cc1	3	0	0.2	-8	1	-2	-8	114	0	-1.0
